Compound activity: PubChem BioAssay, Broad Institute
Cneo AK release = Cryptococcus neoformans cell lysis inducers, primary screen, AK release luminescence, single concentration | lysis activity, % at 15 µM | 360,000 compounds, 0.2% hits | C. neoformans lysis, adenylate kinase release luminescence, 4 h; normalised: neutral wells 0, clomiphene wells 100 | AID 651654, 2012;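 active means mean lysis activity across replicates of at least 80%, whatever share of replicates individually reach that level; inactive means mean lysis activity below 80%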
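Material – log-phase Cryptococcus neoformans yeast cells · Input – 5 × 10^6 yeast cells/mL · Medium – fresh YPD growth medium · Doses – single compound concentration per well · Timing – static 4 h at 37 °C with compound, 1 h detection · Detection – adenylate kinase release luminescence · Read-out – signal increase indicating cell lysis · Control set – Clomiphene as positive lysis control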
C2C12 statin = suppressors of statin myotoxicity in C2C12 myotubes, primary screen, cell-based, single point, plate reader. C2C12 myotubes + simvastatin, ATP luminescence, 48 h; scaled: DMSO 0, geranylgeraniol control 100. rescue of ATP level, % at 7.49 µM. 330,000 compounds, 0.78% hits. AID 602340, 2012;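 active means mean ATP rescue above about 67%, or every replicate alone reaching that limit, limit read from the data, passing the limit was not always enough; inconclusive means no clear call, values can overlap the other calls; inactive means mean under the limit and some replicate under it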;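 further: myotubes were challenged with 10 µM simvastatin during compound exposure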
PGC1a acetyl inh = inhibitors of PGC1a acetylation signal, primary screen, cell-based, U2OS, AlphaScreen, inhibitor mode; inhibition, % at 15.6 µM; AlphaScreen anti-acetyl-lysine; with virally co-expressed GCN5 acetyltransferase; 350,000 compounds, 0.17% hits;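 active means every replicate shows inhibition of at least 40%; inconclusive means mean inhibition at least 40% but some replicate below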;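 further: 0% = neutral control wells and 100% = positive control wells; some results beyond the cut were filed as inactive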
* marks the source's active call; other numbers are inactive results; u = inconclusive. An excerpt; count on the stated rates, not on these rows.

SMILES	Cneo AK release	C2C12 statin	PGC1a acetyl inh
COc1ccc2c(c1)-c1c(ssc1=S)C(C)(C)N2C(=O)CSC1=NCCS1	-0.5	21.0	16.7
CCNC(=S)N(Cc1ccc(OC)cc1)C1CC(=O)N(c2ccc(OCC)cc2)C1=O (centres undefined)	0.1	50.5	3.7
C=CCN(CC=C)S(=O)(=O)c1ccc(NC(=S)NC(=O)/C=C/c2ccccc2)cc1	0.2	-8.4	-1.0
CCOC(=O)C1CCN(C(=O)C2CCN(S(=O)(=O)c3cc(Cl)ccc3Cl)CC2)CC1	1.0	1.3	12.0
COc1ccc(NC(=O)c2cc(CN3C(=O)c4ccccc4C3=O)ccc2OC)cn1	3.5	17.2	19.6
CCOC(=O)C1=C(C)N(C)C(=O)NC1c1c(C)nn(-c2ccccc2)c1C (centres undefined)	-0.6	6.0	-6.4
CCc1ccc2oc(=O)cc(CN(C)Cc3ccccc3)c2c1	-5.8	12.9	1.4
CC1(C)CCN(Cc2ccccc2)C1CC#N (centres undefined)	0.4	0.8	-0.4
O=C(O)CCC(C(=O)O)n1c(O)c(C2=c3ccccc3=NC2=O)sc1=S (centres undefined)	1.4	111.7*	7.4
C=CCNC(=O)c1ccc(NC(=O)C2=CSCCO2)cc1	-5.3	1.3	-4.1
Cc1ccc(-n2c(SCc3nnc4n3CCC4)nnc2-c2ccccc2)cc1	3.3	11.7	24.3
O=C(O)CCc1nc(-c2cccs2)no1	-2.9	16.2	1.3
N#Cc1cc(-c2ccccc2)nnc1Sc1ccc(Cl)cc1	0.3	112.5*	-5.9
COc1ccc2c(c1)[nH]c1c(=O)n(CC3CCCO3)cnc12 (centres undefined)	1.3	-2.9	5.3
CC1C/C(=N\NC(=S)NC(C)C)CC(C)(C)C1 (centres undefined)	0.8	21.3	-8.4
Cc1ccc(Cc2cnc(NC(=O)CN3CCOCC3)s2)cc1Cl	0.8	17.9	-18.6
Cc1nn(C)cc1/C=N/NC(=S)Nc1ccccc1	-2.5	-3.9	-13.6
CCCN(CCC)c1nc(Cl)nc(NCc2ccco2)n1	-1.4	0.6	1.9
COc1ccc(CCn2nnnc2C(C(C)C)N2CCC(C(N)=O)CC2)cc1OC (centres undefined)	0.8	-7.4	-36.6
O=C(C1CC1c1ccccc1)N1CCOCC1 (centres undefined)	0.1	-2.6	-4.5
COc1cc2nc(C3CC3)n(NC(=O)c3ccc(F)cc3)c(=O)c2cc1OC	2.9	7.0	8.7
Cc1ccc2c(c1)c1c(n2C)C(C(N)=O)CCC1 (centres undefined)	-2.0	-3.0	-9.7
O=C(CCCCCN1C(=O)c2ccccc2C1=O)Nc1ccc2c(c1)OCCO2	-2.2	109.0*	-8.4
CCOC(=O)c1c(NC(=O)c2ccn(CC)n2)sc2c1CCCC2	11.8	-13.6	-3.7
O=c1oc2cc(OCc3ccc([N+](=O)[O-])cc3)ccc2c2c1CCCC2	1.3	7.5	2.9
Brc1cnc(N2CCCC2)nc1N1CCOCC1	5.8	-0.2	0.8
O=C(NCc1ccccc1)c1ccc2c(=O)n(CC3CCCO3)c(=S)[nH]c2c1 (centres undefined)	-0.6	-3.2	3.8
O=C(c1cc(-c2cccs2)nc2ccccc12)N1CCN(S(=O)(=O)c2cccc(F)c2)CC1	1.6	17.1	-13.5
CCCNC(=O)c1cccc(COCC(F)(F)F)c1	2.0	1.4	0.0
Cc1ccccc1Cn1cc(/C=N/n2cnnc2)c2ccccc21	0.9	12.8	-6.1
O=C1c2ccc(-c3nc4ccccc4o3)cc2C(=O)N1Cc1ccccc1	-3.8	-16.8	11.0
CCOC(=O)C1=C(C)N(c2ccccc2)C(=O)C1	0.2	-24.3	14.0
Cc1cccc(N(CC(=O)NCCSCc2ccco2)S(=O)(=O)c2ccccc2)c1	3.8	5.5	-12.5
COC(=O)/C(=C/c1c[nH]c2ccccc12)[N+](=O)[O-]	-2.4	61.7	-8.9
Cn1nnc(NC(=O)c2cccc(F)c2)n1	4.5	-0.1	-3.1
COc1cccc(NC(=O)Cc2nnc(SCCOc3ccccc3)n2C)c1	0.0	13.0	-9.4
Cc1ccc(Sc2ncnc3onc(C)c23)cc1	-10.6	98.1*	16.8
O=C(Cn1c(=O)n(CCCC(=O)NC2CCCC2)c(=O)c2ccccc21)NCCC1=CCCCC1	0.4	-2.3	-3.9
COC(=O)Cn1cnc2sc(C)c(S(=O)(=O)N3CCN(c4ccccc4OC)CC3)c2c1=O	0.6	-8.4	4.7
COc1ccc(/C=N/c2c(-c3ccco3)nc3ccccn23)cc1OC	-1.2	3.2	-0.5
CCCCC1(C)OC(=O)C(=Cc2ccc(N(CC)CC)cc2)C(=O)O1 (centres undefined)	-1.2	7.0	-2.2
COc1ccc(N2CCN(c3oc(COc4ccc(Cl)cc4)nc3C#N)CC2)cc1	-1.2	u	-10.5
CCCC1=NN2C(=N)/C(=C\c3ccc(SCc4ccco4)o3)C(=O)N=C2S1	1.4	-6.7	-0.7
COc1ccccc1NC(=O)c1cc(S(=O)(=O)N2CCOCC2)ccc1Cl	1.6	10.3	-18.1
O=C(CN1CCN(S(=O)(=O)c2ccc(F)cc2)CC1)Nc1ccccc1F	2.8	-18.3	2.9
CC(C)Nc1nc(SCC(N)=O)nc(N2CCOCC2)n1	-0.1	12.1	-2.7
COc1cc(NC(=O)C2CCCN(S(=O)(=O)c3cccc4nsnc34)C2)cc(OC)c1 (centres undefined)	-1.6	5.9	-15.5
CC1CCCN(CCC(=O)Nc2ccc3c(c2)CCC3)C1 (centres undefined)	-0.6	-27.0	0.8
COC(=O)c1cnn2c(C(F)(F)F)cc(-c3ccccc3)nc12	-2.5	-2.0	-3.2
CCC1CCCCN1C(=O)CSc1nc2ccsc2c(=O)n1Cc1ccccc1 (centres undefined)	2.6	-17.4	0.4
CCCC(=O)Nc1nn(CCC)c2nc3ccccc3cc12	1.7	10.6	1.3
COCCSc1ccccc1C(=O)Nc1nncs1	1.7	-13.8	6.8
CCCOc1ccc(CSc2ncn[nH]2)cc1	-0.7	-5.6	-4.0
Cc1ccccc1-n1cnnc1SCC(=O)N1CCN(c2ccccc2)CC1	5.6	-13.0	8.1
CCN(CC)S(=O)(=O)c1ccc(C(=O)NCCCN=C2NS(=O)(=O)c3ccccc32)cc1	-1.8	-4.0	-0.6
COC(=O)C1(CCSC)NC(c2ccco2)C2C(=O)N(C)C(=O)C21 (centres undefined)	0.6	-22.9	-1.8
O=C(O)CN1CCN(Cc2ccc(F)cc2Cl)C1=O	-2.7	-22.0	-2.5
O=C(NCc1ccc2c(c1)OCO2)c1cccc(N2CCCC2=O)c1	0.6	7.8	15.0
N#Cc1cc(S(=O)(=O)c2ccccc2)c(N)[nH]c1=O	-0.3	7.8	1.5
CCOC(=O)c1c(N)sc(C(=O)N2CCOCC2)c1C	0.0	-4.7	-11.5

New compounds follow
SMILES	Cneo AK release	C2C12 statin	PGC1a acetyl inh
Cc1ccc(C(=O)Nc2nc3ccc(S(C)(=O)=O)cc3s2)s1	-22.5	-8.9	2.6
O=C(Cn1c(SCC(=O)N2CCc3ccccc3C2)nc2ccccc21)NC1CCCC1	0.3	25.6	2.6
Cc1nc2c(C(=O)N3CCOCC3)cnn2c(C)c1Cc1ccc(Cl)cc1	6.3	2.8	8.6
Cn1c(SCC(=O)N2CCOCC2)nc2cccnc21	-0.9	4.8	10.9
COc1ccc(Cl)cc1NC(=O)NCCCl	0.7	4.1	3.7
CC1=C(C(=O)NCc2ccccc2)C(c2cccnc2)n2ncnc2N1 (centres undefined)	1.8	-2.1	3.1
O=C(Oc1ccc2c(c1)OCC2=O)c1ccccc1	-0.8	-1.1	4.8
Cc1nc(N2CCC3(CC2)OCCO3)c2nnn(Cc3ccccc3F)c2n1	-0.6	129.6*	4.5
CN1C(=O)C2ON(c3ccccc3)C(c3cccs3)C2C1=O (centres undefined)	1.9	2.2	-2.3
CCN(CC)c1ncnc2c1cnn2C	-0.4	16.3	-5.0
O=C(CSc1nnnn1-c1ccccc1)N1CCCc2ccccc21	1.3	4.9	-2.7
O=C(CCN1C(=O)c2ccccc2C1=O)NC(=S)Nc1cccc(Cl)c1	2.5	-59.8	-2.4
CCOC(=O)C1=C(c2ccccc2)N=C2SCC(=O)N2C1c1ccc2c(c1)OCO2 (centres undefined)	-15.1	23.2	15.3
COCCNC(=O)CSc1nc2cc(OC)c(OC)cc2c(=O)n1CCC1=CCCCC1	-0.8	6.0	-6.2
CCCCCCCCN1C(=O)C(O)=C(C(C)=O)C1c1ccccn1 (centres undefined)	4.8	-29.1	6.4
COC(=O)c1cccc(Cn2nnc3ccccc3c2=O)c1	0.1	9.3	-6.2
Cn1c(=O)c2c(nc(Br)n2CC(=O)C23CC4CC(CC(C4)C2)C3)n(C)c1=O	1.0	3.7	-16.0
O=C(Cc1nc(-c2ccc(Br)s2)cs1)NCCN1CCOCC1	-1.1	-0.9	4.0
Cc1ccc(S(=O)(=O)N2CCC[C@H]2C(=O)OC(C)C(=O)Nc2ncc(Cl)cc2Cl)cc1 (some centres undefined)	-2.1	-4.5	5.3
CC(C(=O)NC1=NCCS1)N1C(=O)C2CC=CCC2C1=O (centres undefined)	-0.5	-5.2	10.7
COC(=O)c1ccc(N2CCN(CC(=O)c3ccc(-c4ccccc4)cc3)CC2)c([N+](=O)[O-])c1	5.6	-3.2	7.6
CC(Sc1sc(=S)sc1SC(C)C(=O)O)C(=O)O (centres undefined)	-1.3	-3.0	-5.2
Fc1cccc(NC(=S)NCCCN2CCOCC2)c1	1.6	13.2	0.4
Cc1ccc(-c2nc3ncccn3c2Nc2ccc3c(c2)OCCO3)o1	0.3	-2.2	5.0
CCOc1ccccc1N(CC(=O)Nc1ccc2c(c1)OCCO2)S(C)(=O)=O	3.0	18.9	-6.0
COCCN1C(=O)c2ccccc2C(C(=O)NCCCN2CCCC2=O)C1c1c[nH]c2ccccc12 (centres undefined)	0.0	-5.6	1.9
Cn1c(=O)c2c(nc(Cl)n2Cc2ccncc2)n(C)c1=O	-0.6	0.5	13.8
COc1ccc(CN2CC(C(=O)NCCC3=CCCCC3)CC2=O)cc1 (centres undefined)	1.2	6.6	0.3
NC(=O)c1sc2nc(N3CCOCC3)c3c(c2c1N)CCCC3	-1.1	9.4	-5.0
CCCCSC1(SCCCC)N=C(N)C2(C#N)C(c3ccccc3)NC(C)=CC12C#N (centres undefined)	2.9	9.6	-11.9
CCOC(=O)c1sc(NC(=O)c2ccccc2)cc1C	-13.1	-128.9	-17.5

17 neighbouring records already listed:
SMILES	Cneo AK release	C2C12 statin	PGC1a acetyl inh
COC(=O)Cn1cnc2sc(C)c(S(=O)(=O)N3CCN(c4ccccc4OC)CC3)c2c1=O	0.6	-8.4	4.7
COc1ccc(/C=N/c2c(-c3ccco3)nc3ccccn23)cc1OC	-1.2	3.2	-0.5
CCCCC1(C)OC(=O)C(=Cc2ccc(N(CC)CC)cc2)C(=O)O1 (centres undefined)	-1.2	7.0	-2.2
COc1ccc(N2CCN(c3oc(COc4ccc(Cl)cc4)nc3C#N)CC2)cc1	-1.2	u	-10.5
CCCC1=NN2C(=N)/C(=C\c3ccc(SCc4ccco4)o3)C(=O)N=C2S1	1.4	-6.7	-0.7
COc1ccccc1NC(=O)c1cc(S(=O)(=O)N2CCOCC2)ccc1Cl	1.6	10.3	-18.1
O=C(CN1CCN(S(=O)(=O)c2ccc(F)cc2)CC1)Nc1ccccc1F	2.8	-18.3	2.9
CC(C)Nc1nc(SCC(N)=O)nc(N2CCOCC2)n1	-0.1	12.1	-2.7
COc1cc(NC(=O)C2CCCN(S(=O)(=O)c3cccc4nsnc34)C2)cc(OC)c1 (centres undefined)	-1.6	5.9	-15.5
CC1CCCN(CCC(=O)Nc2ccc3c(c2)CCC3)C1 (centres undefined)	-0.6	-27.0	0.8
COC(=O)c1cnn2c(C(F)(F)F)cc(-c3ccccc3)nc12	-2.5	-2.0	-3.2
CCC1CCCCN1C(=O)CSc1nc2ccsc2c(=O)n1Cc1ccccc1 (centres undefined)	2.6	-17.4	0.4
CCCC(=O)Nc1nn(CCC)c2nc3ccccc3cc12	1.7	10.6	1.3
COCCSc1ccccc1C(=O)Nc1nncs1	1.7	-13.8	6.8
CCCOc1ccc(CSc2ncn[nH]2)cc1	-0.7	-5.6	-4.0
Cc1ccccc1-n1cnnc1SCC(=O)N1CCN(c2ccccc2)CC1	5.6	-13.0	8.1
CCN(CC)S(=O)(=O)c1ccc(C(=O)NCCCN=C2NS(=O)(=O)c3ccccc32)cc1	-1.8	-4.0	-0.6
